Screening results deposited in PubChem by National Center for Advancing Translational Sciences (NCATS).
MBNL1 CUG block = qHTS Assay for Inhibitors of MBNL1-poly(CUG) RNA binding. Muscleblind-like protein 1 (Homo sapiens), Q9NR56. TR-FRET MBNL1-His/biotin-(CUG)12 binding, 665/545 ratio. Potency, µM (doses to about 57.5 µM), for inactives: at the highest dose activity change, negative = inhibition, hits mostly inhibitors. 280,000 tested, 0.036% active; active = well fitted inhibition curve with a large enough effect in the signal ratio, with a control signal flat, not every such curve was filed as active; inconclusive = small, poorly fitted or top-dose-only effect, or effect the other way, or a change in a side signal; inactive = no such curve, though single readings can be large or run the other way; the % refers to the signal ratio; also: % is scaled to controls: 0 for no effect and ±100 for the full control effect
Target sequence (Q9NR56 whole entry, looked up): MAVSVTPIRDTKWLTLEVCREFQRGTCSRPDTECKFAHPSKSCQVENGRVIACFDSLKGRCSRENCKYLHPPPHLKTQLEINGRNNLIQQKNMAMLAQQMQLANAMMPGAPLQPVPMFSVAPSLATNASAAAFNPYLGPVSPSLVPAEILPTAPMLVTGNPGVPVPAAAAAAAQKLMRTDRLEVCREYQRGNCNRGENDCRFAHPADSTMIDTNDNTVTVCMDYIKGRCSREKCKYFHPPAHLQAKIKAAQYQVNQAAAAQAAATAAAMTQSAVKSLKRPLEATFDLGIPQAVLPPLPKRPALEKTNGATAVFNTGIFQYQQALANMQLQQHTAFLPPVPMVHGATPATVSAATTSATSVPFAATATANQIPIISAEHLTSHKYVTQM
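Inhibition of protein-RNA binding appears as loss of TR-FRET between terbium anti-His antibody on MBNL1-His and streptavidin-XL665 on biotin-(CUG)12. Activity is normalized to buffer-only and uninhibited-complex controls.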
FLuc modulator = qHTS profiling assay for firefly luciferase inhibitor/activator using purifed enzyme and Km concentrations of substrates (counterscreen for miR-21 project); purified FLuc, Km substrates, luminescence inhibition; Potency, µM (highest dose often 57.5 µM), for the others: at the highest dose activity change, negative = inhibition, usual class: inhibitors; 360,000 tested, 6.9% active; AID 588342, 2011;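 also: plate controls were vehicle for no effect and reference inhibitor for full effect; nearly all actives have a fitted effect of over 55% in size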
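Purified P. pyralis luciferase, 10 nM final, with Km-level 10 uM D-luciferin and 10 uM ATP in 50 mM Tris acetate pH 7.5, 10 mM Mg acetate, 0.01% Tween-20, 0.05% BSA; 6-point qHTS titration about 60 µM downward; luminescence read.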
MLL CXXC-DNA inh = qHTS Fluorescence Polarization Assay for Inhibitors of MLL CXXC domain - DNA interaction. 290,000 tested, 0.037% active. AID 2662, 2010. Potency, µM (top dose mostly 115 µM), for the others: at the top dose activity change, negative = inhibition, hits mostly inhibitors. MLL-CXXC / FITC-HOXA9 DNA fluorescence polarization; active = well fitted inhibition curve with a large enough effect in the polarisation, with a control signal flat, not every such curve was filed as active; inconclusive = small, poorly fitted or top-dose-only effect, or effect the other way, or a change in a side signal; inactive = no such curve, though single readings can be large or run the other way; the % refers to the polarisation
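Steps: dispense CXXC domain solution (7 uM) → pin compounds or unlabeled HOX-A9 DNA control → 5 min ambient → add FLSN-HOX-A9 solution (50 nM) → spin → 30 min ambient → fluorescence polarization. Tris pH 7.5/NaCl/DTT/BSA buffer.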
uPA generation = qHTS for Inhibitors of Cell Surface uPA Generation. cell surface uPA generation assay, qHTS. 330,000 tested, 0.31% active. Potency, µM (doses to about 38.3 µM), without a hit: at the highest dose activity change, negative = inhibition, most hits filed as inhibitors. AID 540303, 2011; active = well fitted inhibition curve with a large enough effect; inconclusive = small, poorly fitted or top-dose-only effect; inactive = no such curve, though single readings can be large or run the other way; tested in mouse RAW 264.7 cells; also: % is scaled to controls: 0 for no effect and ±100 for the full control effect; nearly all actives have a fitted effect of over 55% in size
Rab9 prom act = qHTS Assay for Rab9 Promoter Activators | Huh7 Rab9 promoter-luciferase reporter, luminescence, 24 h | Potency, µM (series often up to 9.22 µM), for inactives: at the highest dose activation, negative = inhibition, actives largely listed as activators | 320,000 tested, 2.8% active; also: % of control where 0% means no effect; nearly all actives have a fitted effect of over 60% in size
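Quantitative HTS format; Huh7 Rab9-luciferase reporter cells (1500/well) receive compound 2 h post-plating, incubate 24 h at 37 °C, then get luciferase reagent for 10 min before luminescence reading.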
p53 reactivator = qHTS assay for re-activators of p53 using a Luc reporter | H1299 p53-A138V BP100-luciferase reporter, luminescence, 24 h | Potency, µM (titrated, usually from 92.2 µM), for the others: top-dose activity change, positive = activation, hits mostly activators | 320,000 tested, 0.063% active; also: % of control where 0% means no effect; nearly all actives have a fitted effect of over 45% in size
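p53-null H1299 cells stably carrying temperature-sensitive p53-A138V and a BP100-luciferase reporter were pinned with compounds (4-point, 1:5 series) and held 24 hrs at 37 deg C. Luminescence was read 10 min after detection reagent.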
RORg inh = qHTS for inhibitors of ROR gamma transcriptional activity; Potency, µM (doses to about 53.6 µM), for inactives: at the top dose activity change, negative = inhibition, hits mostly inhibitors; Drosophila S2 Gal4-RORgamma UAS-luciferase reporter, 20 h; 310,000 tested, 5.4% active; also: % is scaled to controls: 0 for no effect and ±100 for the full control effect; nearly all actives have a fitted effect of over 60% in size
Target sequence (P51450 whole entry, looked up, the tested form may be a part): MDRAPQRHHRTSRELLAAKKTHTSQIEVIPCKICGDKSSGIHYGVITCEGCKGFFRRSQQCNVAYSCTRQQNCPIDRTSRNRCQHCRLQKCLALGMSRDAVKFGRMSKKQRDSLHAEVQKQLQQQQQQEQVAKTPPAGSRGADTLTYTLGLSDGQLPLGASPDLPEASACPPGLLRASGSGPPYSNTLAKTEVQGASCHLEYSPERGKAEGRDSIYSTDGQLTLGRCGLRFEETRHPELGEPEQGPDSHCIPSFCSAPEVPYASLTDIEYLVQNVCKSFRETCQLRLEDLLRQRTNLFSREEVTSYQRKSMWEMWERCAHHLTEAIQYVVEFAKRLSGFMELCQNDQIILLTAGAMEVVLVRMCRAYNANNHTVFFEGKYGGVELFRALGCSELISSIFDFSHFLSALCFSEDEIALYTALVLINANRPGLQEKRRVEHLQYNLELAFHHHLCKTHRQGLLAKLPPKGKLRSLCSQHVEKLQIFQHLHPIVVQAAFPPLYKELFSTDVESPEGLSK
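ROR gamma transcriptional activity was tracked as Gal4-UAS luciferase output in stably transfected Drosophila Schneider cells, with compound added 1 hr before 700 uM copper sulfate induction and a 20 hr ambient-temperature incubation.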
Gal4-VP16 FLuc = VP16 counterscreen qHTS for inhibitors of ROR gamma transcriptional activity; Drosophila S2 Gal4-VP16 UAS-luciferase, luminescence, 20 h; Potency, µM (titrated, usually from 53.6 µM), inactives show top-dose activity, negative = inhibition, actives largely listed as inhibitors; 310,000 tested, 3.5% active; AID 2546, 2010;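 also: Gal4-VP16 expression switched on by copper sulfate through the metallothionein promoter; % is scaled to controls: 0 for no effect and ±100 for the full control effect; nearly all actives have a fitted effect of over 50% in size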
NPC1 promoter act = qHTS Assay for NPC1 Promoter Activators; Huh7 NPC1 promoter luciferase reporter, 24 h; 320,000 tested, 2.4% active; AID 485313, 2010; Potency, µM (top dose mostly 9.22 µM), without a hit: top-dose activation, usual class: activators;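 also: % of control where 0% means no effect; nearly all actives have a fitted effect of over 60% in size; reporter is driven by a mutant NPC1 promoter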
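Stable NPC1-promoter luciferase Huh7 line; cpd (DMSO) 24 h, 37 °C, 5% CO2; Amplite luciferase reagent 10 min RT; luminescence readout. qHTS format.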
BRCA1 expr act = qHTS Assay to Identify Small Molecule Activators of BRCA1 Expression; MCF7-BRCA1-FFLuc reporter, luminescence, 48 h; response scale: scaled: vehicle 0%, 10 µM genistein 100%; Potency, µM (highest dose often 46.1 µM), without a hit: top-dose activation, usual class: activators; 380,000 tested, 1.1% active; AID 624202, 2012; also: nearly all actives have a fitted effect of over 80% in size; some results filed as inactive show a strong effect at the top dose
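Luminescence from a BRCA1-driven firefly luciferase in MCF7 cells was the read-out, taken 15 min after substrate addition following 48 h compound exposure at 37 °C. Data were normalized to a 10 microM genistein control and DMSO vehicle.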
ELG1 genotox = qHTS screen for small molecules that induce genotoxicity in human embryonic kidney (HEK293T) cells expressing luciferase-tagged ELG1 | HEK293T ELG1-luciferase reporter, luminescence, 16 h | Potency, µM (doses to about 46 µM), for the others: top-dose activity change, positive = activation, hits mostly activators | 330,000 tested, 1.3% active | AID 504466, 2011; also: % of control where 0% means no effect; nearly all actives have a fitted effect of over 60% in size
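Reporter readout depends on ELG1 protein level, which increases with genetic stress. After 16 hr compound exposure at 37 °C, luciferase activity was quantified using ONE-Glo.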
Starred values were filed as active, the others as inactive; ? = inconclusive; / = no result given; & = joins results of further samples; [ ] = remark or other dose. Unless noted, calls follow the shape of the dose curve; as a rule, active = well fitted curve in the direction sought with a large enough effect; inconclusive = small, poorly fitted or top-dose-only effect, or another doubt; inactive = no such curve, though single readings can be large; an effect the other way counts as inactive or inconclusive. Potency is read from the fitted curve at half-maximal effect.

SMILES	MBNL1 CUG block	FLuc modulator	MLL CXXC-DNA inh	uPA generation	Rab9 prom act	p53 reactivator	RORg inh	Gal4-VP16 FLuc	NPC1 promoter act	BRCA1 expr act	ELG1 genotox
COc1ccccc1-c1noc(CCC(=O)Nc2cccc(C(F)(F)F)c2)n1	-7%	?	-10%	0%	2%	-2%	-22%	-4%	-2%	-54%	-3%
COc1ccc(/C=C/C(=O)NCCc2c[nH]c3ccccc23)cc1OC	22%	-7%	0%	4%	-2%	12%	?	-1%	-3%	0%	1%
Cn1ncc2c(Nc3cccc(C(=O)O)c3)ncnc21	-7%	?	-1%	0%	0%	1%	-5%	1%	0%	-12%	0%
CCOC(=O)CSc1ncnc2c(C(=O)OCC)c3n(c12)CCC3	-9%	?	-2%	20%	-9%	0%	35%	-7%	-3%	-27%	5%
S=C(Nc1ccc(Cl)cc1)NN1CCOCC1	-3%	2%	7%	3%	-6%	-3%	11µM*	?	-2%	-16%	2%
CCCNC(=O)C(Cc1cccc(C#N)c1)NC(=O)c1cccc([N+](=O)[O-])c1 (configuration not stated)	/	4%	/	15%	-8%	/	/	/	0%	-1%	/
CCOC(=O)c1sc2nc(C)nc(NCCc3ccccn3)c2c1C	8%	-8%	4%	0%	-5%	-5%	4%	2%	-2%	-15%	-14%
O=C(Cc1ccc(F)cc1)Nc1ccc(S(=O)(=O)N2CCCCC2)cc1	-8%	5%	-4%	-4%	-4%	1%	30%	2%	-1%	0%	-6%
Cc1ccc(S(=O)(=O)Nc2ccccc2C(=O)Nc2ccc(S(=O)(=O)Nc3nccc(C)n3)cc2)cc1	-12%	1%	3%	-2%	0%	-7%	10%	-11%	-5%	-5%	0%
O=C(O)c1ccc(N2C(=O)CC(SC(=NCc3ccc4c(c3)OCO4)Nc3ccc(F)cc3)C2=O)cc1 (configuration not stated)	-1%	-13%	-9%	3%	-7%	1%	-14%	-26%	-7%	-16%	2%
CC(C)(C)OC(=O)N[C@@H](C(=O)OC(C)(C)C)c1ccc(Br)cc1	/	-1%	/	-12%	-2%	9%	/	/	-4%	10%	0%
CC(Oc1ccc(Cl)cc1)c1ccnn1S(C)(=O)=O (configuration not stated)	-1%	-1%	11%	-4%	9%	-3%	-8%	-5%	0%	-1%	-3%
COc1cc(/C=N\NC(=O)CNC(=O)c2cccc([N+](=O)[O-])c2)ccc1O	?	-13%	-1%	6%	2%	-1%	14%	12%	1%	-16%	2%
Cc1ccc(NC(=O)NC2(C(=O)NCc3ccccc3)CCCCC2)cc1	?	2%	14%	-9%	2%	-3%	-11%	-11%	2%	-15%	-1%
CNc1ccccc1NC(=O)CCn1c(=S)oc2ccccc21	1%	4%	4%	4%	-1%	1%	-12%	-6%	-4%	18%	0%
COCCCn1c(-c2ccsc2)nc2c1c(=O)[nH]c(=O)n2Cc1ccccc1	-4%	-1%	-9%	3%	4%	0%	-2%	-5%	3%	0%	1%
CN(C)S(=O)(=O)c1ccc(N2CCCC2)c(C(=O)NNC(=O)c2ccc(Br)cc2)c1	/	3%	/	5%	-3%	-5%	/	/	-11%	-11%	6%
Cc1c(F)cccc1NC(=O)CCCCCC1NC(=O)NC1C (configuration not stated)	0.28µM*	-1%	-6%	0%	-1%	0%	19%	-15%	2%	-14%	3%
Cc1ccc(CNC(=O)CSc2ccc(-c3ccco3)nn2)cc1	10%	-13%	2%	1%	0%	-9%	33%	4%	-3%	16%	7%
CCC(=O)n1nc(-c2ccc(OC)cc2)nc1SC	-7%	19µM*	49%[activator]	0%	?	?	-1%	26%	27%	69%	?
CC(=O)c1ccc(NC(=O)CCc2nnc3ccc(N4CCCC4)nn23)cc1	11%	?	7%	7%	26%	26%	28%	23%	25%	82%	?
COc1ccc(CN2CCc3ccccc3C2)c(OC)c1	5%	1%	-17%	-1%	-8%	-2%	-17%	-1%	-6%	0%	-5%
COCCNC(C)C(=O)C12CC3CC(CC(C3)C1)C2 (configuration not stated)	-3%	0%	10%	3%	0%	-5%	-16%	3%	0%	14%	-5%
CC(Sc1nncn1C)C(=O)Nc1ccc(Cl)cn1 (configuration not stated)	-10%	2%	-6%	8%	-2%	4%	6%	-8%	0%	-27%	2%
CCN(CC)S(=O)(=O)c1cc(Br)ccc1OC	-6%	1%	-4%	-1%	-3%	2%	-17%	9%	0%	-15%	0%
O=C1CC(SC2=NCCS2)C(=O)N1c1ccc(Br)cc1 (configuration not stated)	-18%	-1%	-2%	1%	-9%	1%	0%	3%	1%	21%	1%
Cc1cnnn1-c1ccc([N+](=O)[O-])cc1	?	1%	6%	-1%	-8%	0%	-20%	19%	-1%	-14%	-1%
CCOCCOC(=O)c1[nH]c2c(c1C)C(=O)CC(c1cccs1)C2 (configuration not stated)	-4%	-4%	19%	-6%	-20%	3%	24%	-3%	-31%[inhibitor]	-18%	?
CC(C)CN(C(=O)COC(=O)Cn1cnc2ccccc2c1=O)C1CCS(=O)(=O)C1 (configuration not stated)	-4%	2%	4%	1%	-7%	0%	21%	?	4%	61%	1%
Cc1ccc(N(CC(=O)N(C)Cc2ccccc2)S(C)(=O)=O)cc1C	-5%	2%	-5%	-4%	-3%	/	15%	7%	-1%	-16%	0%
COc1ccccc1NC(=O)C(=O)NCCC1CCCCN1S(=O)(=O)c1cccs1 (configuration not stated)	/	2%	/	0%	1%	1%	/	/	-4%	-8%	-3%
COC(=O)CCCC(=O)N1CCC(CO)(CCc2ccccc2)CC1	2%	-1%	3%	3%	3%	?	-12%	-1%	-1%	17%	-3%
Cc1noc(/C=C/N(C)C)c1S(=O)(=O)N1CCCC(C(=O)Nc2ccc(F)cc2F)C1 (configuration not stated)	-1%	3%&-1%	4%	?	2%	0%	11%	-2%	18%	0%	-12%
O=S(=O)(Nc1ccccc1)c1ccc(-c2cnc(C3CC3)o2)cc1	-1%	2%	27%	?	-29%	-2%	1%	-8%	-31%[inhibitor]	-53%	-7%
Cn1c(=O)c2c(nc(Sc3n[nH]c(N)n3)n2Cc2ccccc2Cl)n(C)c1=O	-20%	-9%	-20%	3%	9%	-10%	1%	?	1%	9%	-4%
COc1ccccc1/C=C1\SC(=S)N(CCC(=O)Nc2nnc(C)s2)C1=O	-5%	0%	18%	2%	2%	0%	-13%	-20%	-3%	-10%	?
COc1cc(C=C(c2nc3ccccc3s2)c2nc3ccccc3s2)ccc1O	/	?	35%[activator]	2%	-5%	7%	1%[10 µM]	6%	-1%	-33%	1%
CCCn1c(=O)c2c(ncn2C)n(CCC)c1=O	/	16%	-1%	-18%	13%[46.1 µM]	-2%	/	/	2%[46.1 µM]	9%	12%
Cc1ccc(S(=O)(=O)NCCCn2ccnc2)cc1C(=O)NC(C)C	-4%	1%	-5%	-4%	14%	/	-5%	0%	-2%	0%	-2%
C/C(=N/NC(=O)C1CCCN1C(=O)c1ccc([N+](=O)[O-])cc1)c1ccc(Br)cc1 (configuration not stated)	?	6%	-3%	-3%	2%	/	/	/	-5%	1%	-5%
CCOC(=O)c1cc(-c2cccc([N+](=O)[O-])c2)n[nH]1	?	-10%	5%	0%	3%	13%	-9%	5%	-1%	4%	0%
Cc1nn(-c2ccccc2)nc1C(=O)Nc1ccc2[nH]ncc2c1	-7%	?	-10%	22%	-8%	-5%	-8%	-1%	3%	-28%	-7%
N#Cc1ccc(Oc2ccc(C(N)=O)cc2)cc1C#N	2%	7%	-3%	0%	-2%	-1%	-22%	-5%	-1%	1%	-1%
Cc1ccc2c(c1)C(=O)N(CCCCO)C2=O	18%	-1%	2%	-5%	6%	11%	-1%	14%	5%	-2%	2%
CCNC(=O)c1c(O)c2c([nH]c1=O)CCCC2	?	-10%	0%	5%	15%	-2%	7%	5%	2%	21%	3%
COc1ccc(/C=N/NC(=O)c2cc(C)oc2C)cc1OC	/	?	4%	1%	9%	2%	3%	-5%	6%	-17%	9%
Oc1ccc(/C=N/Nc2ccc(Cl)nn2)c(O)c1O	?	?	-4%	?	-4%[1.84 µM]	3%	-25%	-3%	-21%	-23%	-4%

These rows are one share of the data (hit frequency here may not be typical).
